From PubChem BioAssay
Anthrax LF inh2 = anthrax lethal factor protease inhibition; AID 588501; multiplex microsphere protease cleavage assay, LF; actives 0.12% (n = 360,000); P15917; inhibition, % at 10 µM; also: plate controls were buffer without enzyme for full effect and enzyme alone for no effect
Target sequence (P15917 whole entry, looked up): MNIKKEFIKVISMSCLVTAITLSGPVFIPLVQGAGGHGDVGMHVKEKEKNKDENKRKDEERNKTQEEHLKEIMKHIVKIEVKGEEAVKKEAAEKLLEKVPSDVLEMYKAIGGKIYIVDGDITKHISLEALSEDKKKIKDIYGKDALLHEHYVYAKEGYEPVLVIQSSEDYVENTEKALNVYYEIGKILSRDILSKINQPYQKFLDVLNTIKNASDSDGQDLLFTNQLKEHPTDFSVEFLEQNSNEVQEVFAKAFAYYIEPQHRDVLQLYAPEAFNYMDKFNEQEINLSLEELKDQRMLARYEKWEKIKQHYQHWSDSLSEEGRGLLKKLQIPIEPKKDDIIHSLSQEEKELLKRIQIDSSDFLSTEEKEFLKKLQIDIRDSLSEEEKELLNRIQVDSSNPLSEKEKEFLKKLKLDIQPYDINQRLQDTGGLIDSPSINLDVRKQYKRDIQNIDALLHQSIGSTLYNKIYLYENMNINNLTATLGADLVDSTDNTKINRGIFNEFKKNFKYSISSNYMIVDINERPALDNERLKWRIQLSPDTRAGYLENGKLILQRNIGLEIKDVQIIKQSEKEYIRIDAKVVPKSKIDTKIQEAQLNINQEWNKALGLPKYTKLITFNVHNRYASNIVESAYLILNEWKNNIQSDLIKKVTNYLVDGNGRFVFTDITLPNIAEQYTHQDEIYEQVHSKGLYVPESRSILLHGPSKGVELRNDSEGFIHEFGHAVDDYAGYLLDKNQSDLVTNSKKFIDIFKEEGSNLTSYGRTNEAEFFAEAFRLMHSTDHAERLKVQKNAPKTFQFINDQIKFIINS
DUSP3 inh = DUSP3 (human) phosphatase inhibition. P51452. recombinant VHR phosphatase, pNPP absorbance. inhibition, % at 13.3 µM. actives 0.52% (n = 290,000). AID 1654; in the data active = inhibition above about 50%; also: some compounds called inactive have numbers as strong as hits
Y pestis TopoI = inhibitors of Yersinia pestis topoisomerase I; activity, % at 10 µM; Y. pestis Topo-I cleavage product accumulation, plate reader; actives 0.064% (n = 360,000); AID 504884; in the data active = activity above about 50%, passing the limit was not always enough; inconclusive = no clear call, values can overlap the other calls; also: inactives centre near 2
3CLpro inhibitor = SARS-CoV 3CLpro protease inhibition | recombinant SARS-CoV 3CLpro, quenched FRET peptide cleavage | inhibition, % at 6 µM | actives 0.14% (n = 290,000); in the data active = inhibition above about 12%
SSB-PriA inh = blocks PriA binding to SSB C-terminal tail; AlphaScreen SSBct-PriA binding, biotinylated peptide; actives 0.6% (n = 430,000); inhibition, % at 33 µM; in the data active = inhibition mostly above about 37%, no sharp cut-off; inactive = mostly below about 20%;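 also: plate controls were negative control peptide for no effect and reference peptide for full effect; strong numbers were not always called active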
BoNT A protease = inhibitors of Botulinum neurotoxin A light chain protease; multiplex microsphere protease substrate cleavage, flow cytometry; actives 0.17% (n = 360,000); AID 588499; inhibition, % at 10 µM; also: plate controls were buffer without enzyme for full effect and enzyme alone for no effect
PfHsp40 rescue = rescue of PfHsp40-mediated yeast toxicity | actives 0.68% (n = 340,000) | growth rescue, % at 12.5 µM | S. cerevisiae expressing PfHsp40, growth rescue, ATP luminescence; in the data active = growth rescue above about 28%, passing the limit was not always enough; inconclusive = no clear call, values can overlap the other calls;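 also: yeast W303a lacking pdr1 and pdr3 grown in galactose medium; growth measured after three days at 30 °C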
BH1578 lux ind = quorum light induction in luxS cqsA deficient V. cholerae; V. cholerae BH1578 lux reporter, luminescence, 6 h; activation, % at 18.7 µM; actives 0.16% (n = 350,000); in the data active = activation mostly above about 9.7%, no sharp cut-off; inconclusive = no clear call, values can overlap the other calls; inactive = mostly below about 3.7%; also: not every result past the cut was called active; inactives centre near 0; reference of the scale not given here
TcdB inh = TcdB glycohydrolase inhibition; TcdB glycohydrolase enzymatic assay, plate reader; P18177; AID 652162; actives 0.24% (n = 350,000); inhibition, % at 9.99 µM; in the data active = inhibition above about 10%
CCHF vOTU inh = CCHFV vOTU protease inhibition; Pep-AMC fluorescence; inhibition, % at 11.5 µM; actives 0.55% (n = 370,000); in the data active = inhibition above about 30%; also: 0% = vehicle wells with enzyme and 100% = no enzyme wells
An asterisk follows results filed as active; i = inactive; ? = inconclusive; · = not tested or not shown. Rule as the data show it, unless noted: active = inhibition above about 30%; inconclusive = no clear call, values can overlap the other calls; inactive = below that. An excerpt; the hit share may differ from the screen's.

Compound,CCHF vOTU inh,Y pestis TopoI,PfHsp40 rescue,BoNT A protease,SSB-PriA inh,DUSP3 inh,3CLpro inhibitor,TcdB inh,Anthrax LF inh2,BH1578 lux ind
CC1CCN(C(=O)CCc2ccc(S(=O)(=O)NC(C)(C)C)cc2)CC1,11.3,7.6,-0.8,0.4,-9.6,-6.7,3.9,·,-1.7,i
C#CCN1C(=O)C2(OCCO2)c2ccccc21,-3.7,7.6,0.5,0.4,-5.0,12.2,0.8,0.3,-13.2,2.1
O=C(NNc1cccc(Cl)c1)c1cccnc1Cl,-10.5,-11.4,2.0,0.1,-10.6,-17.8,-0.7,0.4,0.5,-0.3
COc1cc(-c2nc3cnccc3n2C)cc(OC)c1OC,8.9,-0.2,0.3,-1.5,-9.8,-7.4,4.9,·,-1.5,0.7
CCOC(=O)c1cccc(P(C)(C)=O)c1,-21.6,-12.0,1.3,0.0,-6.8,9.1,2.2,-0.3,-0.5,4.3
COc1ccc(C)cc1NC(=O)c1cccc(-c2ccc(OC(C)=O)cc2)c1,7.4,33.8,3.7,-2.5,-15.7,11.8,0.8,2.3,-2.0,-0.2
CCCCOC(=O)C1CCC[C@@H](C)N1 (stereo partly specified),10.0,-5.9,-1.0,-1.4,-8.9,36.3,-4.9,·,-2.9,i
O=C1CC(C(=O)O)(c2ccccc2)c2cccc(F)c21 (stereo unspecified),-13.1,0.7,-1.9,0.6,1.4,-3.3,-1.0,0.1,21.9,i
O=C(NCc1nc(-c2ccc(C(F)(F)F)cc2)no1)c1cccs1,-12.6,0.0,2.4,?,-4.3,-3.6,-0.6,-1.4,2.7,-1.2
CC(=O)Oc1ccccc1C(=O)Oc1ccc(/C=N/n2cnnc2)cc1,-4.8,4.7,1.4,0.1,-11.0,10.4,-3.4,·,3.5,-0.5
CCOC(=O)C1C(=O)C=C(C)C(C(=O)OCC)C1c1cccc([N+](=O)[O-])c1 (stereo unspecified),0.7,1.1,-1.1,-1.0,-0.2,14.8,2.0,-4.3,0.0,-0.2
C/C(=N\NC(=O)OC(C)(C)C)c1cccc([N+](=O)[O-])c1,8.4,1.0,-0.9,0.2,·,-22.6,0.8,·,-0.6,-0.3
COc1cc(OC)cc(-c2nc3ccccc3c(=O)n2OC(=O)c2ccc(C)c(C)c2)c1,-6.5,25.4,0.5,1.2,-5.8,4.0,-0.7,-0.5,0.6,-1.6
CCOc1ccc(NC(=O)CNC(=O)c2ccc([N+](=O)[O-])cc2)cc1,-6.9,-0.3,-1.3,-1.2,0.7,5.6,0.3,0.2,-4.0,-3.1
C=CCNC(=O)c1ccc(NC(=O)C2=CSCCO2)cc1,·,6.0,0.1,1.1,8.7,-2.2,3.2,·,-1.7,-0.2
Cc1ccccc1NC(c1cccc(Cl)c1)c1nnnn1C1CCCCC1 (stereo unspecified),-3.8,6.0,-0.6,-1.0,0.7,-9.6,-5.5,1.1,-5.3,-0.4
Cc1ccccc1Cn1c2ccccc2c2cnn(CC(=O)NCCCN3CCN(C)CC3)c(=O)c21,-4.8,-4.7,0.0,-2.2,6.8,2.3,4.0,-5.4,-3.6,i
O=C(Nc1ccccc1)c1cccc(N2C(=O)C3C4C=CC(C5CC45)C3C2=O)c1 (stereo unspecified),3.6,9.3,0.6,-0.3,-8.4,-13.6,2.8,1.3,-1.9,-4.3
Cc1onc(C(=O)Nc2cccc(C(F)(F)F)c2)c1[N+](=O)[O-],7.6,1.3,0.3,2.2,-4.9,-36.6,-5.3,0.1,2.8,6.7
O=C(CCCN1C(=O)/C(=C\c2ccccc2)SC1=S)Nc1ccc(C(=O)O)cc1,-13.1,-3.1,-1.5,-1.3,-2.2,43.7,1.2,0.7,-4.2,-0.6
Cc1ccc(S(=O)(=O)N(C)Cc2nc(-c3ccccn3)no2)cc1,15.3,3.8,1.3,1.0,-4.8,-2.1,-1.0,·,3.0,i
CC(=O)NC1(C(F)(F)F)NC(=O)N(CCc2ccccc2)C1=O (stereo unspecified),-11.4,1.8,1.1,0.6,-10.4,-1.2,2.8,-0.2,24.1,2.1
CCC(=O)N(C)/C=C1\Sc2ccccc2C1=O,4.0,-6.7,-1.5,0.4,0.9,23.1,6.5,·,1.1,i
COc1ccc(/C=C2/C(=N)N3N=C(CC(=O)N4CCCC4)SC3=NC2=O)cc1OC,2.6,2.9,0.2,0.8,4.1,12.8,0.4,-0.9,0.5,-4.8
COC(=O)c1ccc(CNC(=O)COC(=O)c2cc(Cl)ccc2O)cc1,1.5,7.7,7.1,-0.4,-8.6,·,·,0.0,-3.3,-0.5
CC(CNC(=O)Cn1ccc2cc(S(=O)(=O)N3CCCC3)ccc21)c1ccccc1 (stereo unspecified),9.5,25.3,0.3,-0.1,-18.4,22.8,-2.9,0.7,-2.4,-0.2

A draw from above in order of formula weight, low to high.
Compound,CCHF vOTU inh,Y pestis TopoI,PfHsp40 rescue,BoNT A protease,SSB-PriA inh,DUSP3 inh,3CLpro inhibitor,TcdB inh,Anthrax LF inh2,BH1578 lux ind
C=CCNC(=O)c1ccc(NC(=O)C2=CSCCO2)cc1,·,6.0,0.1,1.1,8.7,-2.2,3.2,·,-1.7,-0.2
Cc1ccccc1NC(c1cccc(Cl)c1)c1nnnn1C1CCCCC1 (stereo unspecified),-3.8,6.0,-0.6,-1.0,0.7,-9.6,-5.5,1.1,-5.3,-0.4
CC(CNC(=O)Cn1ccc2cc(S(=O)(=O)N3CCCC3)ccc21)c1ccccc1 (stereo unspecified),9.5,25.3,0.3,-0.1,-18.4,22.8,-2.9,0.7,-2.4,-0.2
O=C(CCCN1C(=O)/C(=C\c2ccccc2)SC1=S)Nc1ccc(C(=O)O)cc1,-13.1,-3.1,-1.5,-1.3,-2.2,43.7,1.2,0.7,-4.2,-0.6
COc1cc(OC)cc(-c2nc3ccccc3c(=O)n2OC(=O)c2ccc(C)c(C)c2)c1,-6.5,25.4,0.5,1.2,-5.8,4.0,-0.7,-0.5,0.6,-1.6
